# High-throughput results from PubChem.
# TcdB GH inh: TcdB glycohydrolase inhibition | P18177 | TcdB glycohydrolase enzymatic assay, plate reader | inhibition, % at 9.99 µM | actives 0.24% (n = 350,000); in the data active means inhibition above about 10%
# * = called active by the depositor. These rows are one share of the data, so the mix of outcomes need not match the whole.
structure	TcdB GH inh
O=C(N[C@H]1CC[C@H](CCNS(=O)(=O)c2ccccc2Cl)O[C@H]1CO)c1ccccc1	0.6
CCCNC(=O)N1CC2(CCN(CC3CC3)CC2)c2c(n(C)c3cc(OC)ccc23)[C@@H]1CO	-0.2
COc1ccc(NC(=O)N(C)C[C@@H]2Oc3ccc(NS(=O)(=O)c4ccccc4)cc3CC(=O)N([C@H](C)CO)C[C@H]2C)cc1	-3.8
Cc1ccc(S(=O)(=O)NCC[C@@H]2CC[C@H](NS(=O)(=O)c3ccccc3Cl)[C@H](CO)O2)cc1	0.2
CC(=O)N(C)C[C@H]1Oc2cc(-c3ccc(F)cc3)ccc2S(=O)(=O)N([C@@H](C)CO)C[C@@H]1C	0.2
Cc1ccc(S(=O)(=O)Nc2ccc3c(c2)CC(=O)N([C@H](C)CO)C[C@@H](C)[C@@H](CN(C)C(=O)Nc2cccc4ccccc24)O3)cc1	-0.5
C[C@H](CO)N1C[C@H](C)[C@H](CN(C)C(=O)c2ccc(F)cc2)Oc2cc(C3=CCCCC3)ccc2S1(=O)=O	-0.8
CO[C@@H]1CN(C)C(=O)c2cc(NC(=O)Nc3cc(F)ccc3F)ccc2OC[C@@H](C)N(C(=O)c2cnccn2)C[C@@H]1C	-0.2
O=C(CC1CC1)N1CC(=O)N2[C@H](CO)[C@@H](c3ccc(/C=C/c4ccccc4)cc3)[C@H]2C1	0.3
COc1ccc([Si](C)(C)[C@H]2[C@H](CC(=O)N(CCO)Cc3ccccc3)O[C@@]3(C(=O)N(C)c4ccccc43)[C@@H]2C)cc1	0.5
O=C(C[C@@H]1C[C@@H]2c3cc(NC(=O)NC4CCCC4)ccc3O[C@@H]2[C@H](CO)O1)NCc1ccc2c(c1)OCO2	0.6
Cc1noc(C)c1S(=O)(=O)N(C)C[C@H]1OCCCC[C@@H](C)Oc2ccc(NC(=O)C3CCCCC3)cc2C(=O)N([C@H](C)CO)C[C@@H]1C	0.1
CC(C)C(=O)Nc1ccc2c(c1)C(=O)N(C)[C@H]1CC[C@@H](CC(=O)NCCCN(C)C)O[C@@H]1CO2	-1.7
C[C@H](CO)N1C[C@H](C)[C@H](CN(C)Cc2ccc(Cl)c(Cl)c2)Oc2ccc(NC(=O)Nc3ccc(F)cc3)cc2C1=O	-0.1
O=C(C[C@@H]1CC[C@@H]2[C@H](COC[C@H](O)CN2S(=O)(=O)c2ccccc2Cl)O1)N1CCC(Cc2ccccc2)CC1	-0.3
CCCNC(=O)N1CC2(CCN(C(=O)c3cccnc3)CC2)c2c([nH]c3cc(OC)ccc23)[C@@H]1CO	0.3
C[C@H](CO)N1C[C@H](C)[C@H](CN(C)C(=O)Nc2ccccc2)Oc2c(NC(=O)Nc3cccc4ccccc34)cccc2C1=O	-9.4
CC(C)NC(=O)N[C@H]1CC[C@H](CCNC(=O)C2CC2)O[C@@H]1CO	0.2
COc1ccc2c3c([nH]c2c1)[C@H](CO)N(C(=O)Nc1ccc(F)cc1)CC31CCN(S(C)(=O)=O)CC1	0.6
Cc1cc(C(=O)Nc2cccc3c2O[C@@H](CN(C)Cc2ccc(Oc4ccccc4)cc2)[C@@H](C)CN([C@H](C)CO)C3=O)n(C)n1	-0.2
O=C(C[C@H]1C[C@@H]2c3cc(NC(=O)C4CCC4)ccc3O[C@@H]2[C@H](CO)O1)NCc1ccc(-c2ccccc2)cc1	-1.4
C/C=C/c1ccc([C@H]2[C@@H](CO)N3C(=O)CN(Cc4ccc(F)cc4)C[C@H]23)cc1	0.2
C[C@H]1CN([C@@H](C)CO)C(=O)Cc2cc(NS(=O)(=O)c3cn(C)cn3)ccc2O[C@@H]1CN(C)S(=O)(=O)c1ccc(Cl)cc1	-0.1
CN1C(=O)c2cc(NC(=O)C3CCOCC3)ccc2OC[C@H]2O[C@@H](CC(=O)NCC3CC3)CC[C@H]21	0.6
C[C@@H]1CN([C@H](C)CO)S(=O)(=O)c2ccc(C3=CCCCC3)cc2O[C@@H]1CN(C)Cc1cccnc1	0.0
COc1cccc(C(=O)Nc2ccc3c(c2)OC[C@@H](C)N(C(=O)C2CCCC2)C[C@@H](C)[C@H](OC)CN(C)C3=O)c1	-0.5
COc1cccc(-c2ccc3n(c2=O)C[C@H]2[C@H](CO)[C@@H](C(=O)N(C)C)[C@@H]3N2C(=O)c2ccccn2)c1	-0.2
CC(=O)N(C)C[C@H]1Oc2ncc(C#Cc3ccccc3F)cc2C(=O)N([C@H](C)CO)C[C@@H]1C	0.8
CC(=O)N(C)C[C@@H]1Oc2ncc(C#Cc3ccccn3)cc2C(=O)N([C@@H](C)CO)C[C@@H]1C	0.6
C[C@@H](O)C#Cc1cnc2c(c1)C(=O)N([C@@H](C)CO)C[C@H](C)[C@H](CN(C)C(=O)Cc1ccncc1)O2	-0.5
C[C@@H]1CCCCO[C@H](CN(C)Cc2ccccc2)[C@@H](C)CN([C@@H](C)CO)C(=O)c2cc(NC(=O)CCC(F)(F)F)ccc2O1	0.4
O=C(Cc1ccccc1)NC[C@H]1N[C@H](CO)[C@@H]1c1ccc(-c2ccccc2)cc1	-0.4
Cc1ccc(S(=O)(=O)N(C)C[C@@H]2Oc3cc(C#Cc4ccccc4)ccc3S(=O)(=O)N([C@H](C)CO)C[C@H]2C)cc1	-0.1
COc1ccc(NC(=O)Nc2ccc3c(c2)C(=O)N([C@@H](C)CO)C[C@@H](C)[C@@H](CN(C)Cc2ccccc2)O3)cc1	-1.1
CCC(=O)N1C[C@H](C)[C@@H](OC)CN(C)C(=O)c2cc(NC(=O)C3CC3)ccc2OC[C@@H]1C	0.2
COCCNC(=O)C[C@@H]1CC[C@H]2[C@@H](COC[C@@H](O)CN2C(=O)c2cc(Cl)cc(Cl)c2)O1	0.3
CN(C)C(=O)C[C@@H]1C[C@H]2c3cc(NC(=O)Nc4ccccc4F)ccc3O[C@H]2[C@H](CO)O1	-0.2
CO[C@@H]1CN(C)C(=O)c2ccc(NC(=O)C3CCC3)cc2OC[C@H](C)N(Cc2nccs2)C[C@@H]1C	0.1
CO[C@H](CN(C)C(=O)c1cnccn1)[C@H](C)CN([C@@H](C)CO)S(=O)(=O)c1ccccc1	-0.8
O=C(CC1CC1)N1[C@@H](CO)[C@@H]2c3ccccc3N(S(=O)(=O)c3ccc(F)cc3)C[C@@H]21	0.4
CCCC#Cc1cnc2c(c1)C(=O)N([C@@H](C)CO)C[C@@H](C)[C@@H](CN(C)C(=O)NCCC)O2	-1.4
CO[C@H]1CN(C)C(=O)c2cc(NC(=O)C3CC3)ccc2OC[C@H](C)NC[C@H]1C	0.2
O=C(c1cccnc1)N1CC(=O)N2[C@@H](CO)[C@@H](c3ccc(-c4ccccc4F)cc3)[C@@H]2C1	0.4
C[C@@H]1CN([C@H](C)CO)C(=O)c2c(c3ccccc3n2C)-c2ccccc2CO[C@@H]1CN(C)C(=O)Nc1ccc(F)cc1	0.4
C[C@H]1CN([C@@H](C)CO)C(=O)c2cc(C3=CCCCC3)cnc2O[C@@H]1CN(C)C(=O)C1CCOCC1	-0.6
C[C@H]1CN([C@@H](C)CO)C(=O)Cc2cc(NC(=O)Nc3ccc(C(F)(F)F)cc3)ccc2O[C@H]1CN(C)Cc1ccccc1	0.2
CCC(=O)N1CC(=O)N2[C@H](CO)[C@H](c3ccc(C#CC4CCCC4)cc3)[C@H]2C1	-12.1
O=C(NC1Cc2ccccc2C1)[C@@H]1[C@@H](CO)[C@@H]2Cn3c(ccc(C4=CCCCC4)c3=O)[C@H]1N2	0.2
C[C@@H]1CCCCO[C@H](CN(C)C(=O)Cc2ccccc2)[C@H](C)CN([C@@H](C)CO)C(=O)c2cc(NS(=O)(=O)c3ccc(Cl)cc3)ccc2O1	-7.6
C[C@@H]1CN([C@H](C)CO)S(=O)(=O)c2ccc(C#CCN(C)C)cc2O[C@@H]1CN(C)C	1.8
N#Cc1ccc(-c2ccc([C@H]3[C@@H](CO)N4CCCCN(S(=O)(=O)c5ccccc5)C[C@H]34)cc2)cc1	0.3
CO[C@H]1CN(C)C(=O)c2ccc(NS(=O)(=O)c3cn(C)cn3)cc2OC[C@H](C)N(Cc2cccc(F)c2)C[C@@H]1C	0.8
CCC(=O)N1CC[C@@H]2[C@H](CO)Nc3ccc(-c4ccc(C(=O)N(C)C)cc4)cc3[C@@H]21	0.1
Cc1ccc(S(=O)(=O)Nc2ccc3c(c2)C(=O)N([C@H](C)CO)C[C@@H](C)[C@@H](CN(C)Cc2ccc(Cl)c(Cl)c2)OCCCC[C@H](C)O3)cc1	-4.1
C[C@H](CO)N1C[C@H](C)[C@H](CN(C)C(=O)CN2CCOCC2)Oc2cc(C#Cc3cccc(F)c3)ccc2S1(=O)=O	-0.7
C[C@@H]1CCCCO[C@@H](CN(C)CC2CCCCC2)[C@@H](C)CN([C@@H](C)CO)C(=O)c2cc(NS(=O)(=O)c3cccs3)ccc2O1	-0.4
CN(C)C(=O)C[C@H]1CC[C@@H]2[C@H](COC[C@@H](O)CN2C(=O)C2CC2)O1	-0.8
C[C@H](NC(=O)[C@@H]1[C@@H](CO)[C@@H]2Cn3c(cccc3=O)[C@@H]2N1Cc1cccnc1)c1ccccc1	0.2
C[C@@H]1CN([C@@H](C)CO)C(=O)c2cc(C#Cc3ccccn3)cnc2O[C@@H]1CN(C)Cc1cncnc1	0.6
COc1ccc2c3c(n(C)c2c1)[C@@H](CO)N(C(=O)CN(C)C)CC31CCN(Cc2nccs2)CC1	-8.6

# Single entries from the list.
# Value of CO[C@@H]1CN(C)C(=O)c2ccc(NC(=O)C3CCC3)cc2OC[C@H](C)N(Cc2nccs2)C[C@@H]1C in TcdB GH inh: 0.1
# Value of COCCNC(=O)C[C@@H]1CC[C@H]2[C@@H](COC[C@@H](O)CN2C(=O)c2cc(Cl)cc(Cl)c2)O1 in TcdB GH inh: 0.3
# Value of C[C@@H]1CN([C@H](C)CO)S(=O)(=O)c2ccc(C#CCN(C)C)cc2O[C@@H]1CN(C)C in TcdB GH inh: 1.8
# Value of CN(C)C(=O)C[C@@H]1C[C@H]2c3cc(NC(=O)Nc4ccccc4F)ccc3O[C@H]2[C@H](CO)O1 in TcdB GH inh: -0.2
# Value of Cc1ccc(S(=O)(=O)Nc2ccc3c(c2)C(=O)N([C@H](C)CO)C[C@@H](C)[C@@H](CN(C)Cc2ccc(Cl)c(Cl)c2)OCCCC[C@H](C)O3)cc1 in TcdB GH inh: -4.1

# (listing goes on)
structure	TcdB GH inh
O=C(CCN1CCCCC1)N[C@H]1CC[C@H](CCn2cc(-c3cccc(F)c3)nn2)O[C@H]1CO	0.1
CO[C@H]1CN(C)C(=O)c2ccc(NS(=O)(=O)CC(F)(F)F)cc2OC[C@H](C)N(C(=O)c2ccc3c(c2)OCO3)C[C@@H]1C	-1.2
CCC(=O)Nc1ccc2c(c1)C(=O)N(C)[C@@H]1CC[C@@H](CC(=O)NCc3ccccc3)O[C@H]1CO2	-0.6
COCCNC(=O)[C@H]1[C@H](CO)[C@H]2Cn3c(ccc(C4=CCCCC4)c3=O)[C@@H]1N2C(=O)C1CCC1	-1.1
C[C@@H]1CN([C@H](C)CO)C(=O)c2cccc(NC(=O)Nc3ccc(C(F)(F)F)cc3)c2O[C@H]1CN(C)C	0.9
COc1ccc(NC(=O)Nc2cccc3c2O[C@H](CN(C)Cc2ccc(C(=O)O)cc2)[C@H](C)CN([C@H](C)CO)C3=O)cc1	1.7
O=C(C[C@@H]1CC[C@H]2[C@@H](COC[C@H](O)CN2C(=O)Nc2cc(Cl)cc(Cl)c2)O1)N1CCOCC1	1.3
COc1ccc2c3c(n(C)c2c1)[C@H](CO)N(Cc1ccccc1)CC31CCN(C(=O)C2CC2)CC1	-2.4
COc1ccc(CN(C)C[C@@H]2Oc3ccc(NS(=O)(=O)c4ccccc4)cc3C(=O)N([C@@H](C)CO)C[C@H]2C)cc1	0.3
Cc1ccc(S(=O)(=O)Nc2ccc3c(c2)C(=O)N([C@H](C)CO)C[C@H](C)[C@@H](CN(C)S(=O)(=O)c2ccc(C)cc2)OCCCC[C@@H](C)O3)cc1	0.5
O=C(CN1CCOCC1)N1CCCCN2[C@H](CO)[C@H](c3ccc(C#Cc4ccccc4)cc3)[C@H]2C1	1.0
CC(C)NC(=O)Nc1ccc2c(c1)C(=O)N([C@H](C)CO)C[C@H](C)[C@@H](CN(C)S(=O)(=O)c1cccs1)OCCCC[C@H](C)O2	0.0
COc1ccc(S(=O)(=O)N2C[C@@H](O)COC[C@H]3O[C@@H](CC(=O)NCCCN4CCOCC4)CC[C@@H]32)cc1	-0.6
Cc1noc(C)c1S(=O)(=O)Nc1ccc2c(c1)C(=O)N([C@@H](C)CO)C[C@@H](C)[C@@H](CN(C)C(=O)Nc1ccccc1)O2	1.7
C[C@@H]1CCCCO[C@H](CN(C)C(=O)CCC(F)(F)F)[C@@H](C)CN([C@H](C)CO)C(=O)c2cc(N(C)C)ccc2O1	-16.3
C[C@H](CO)N1C[C@H](C)[C@H](CN(C)C(=O)Nc2ccc(C(F)(F)F)cc2)Oc2c(NS(=O)(=O)c3ccc(F)cc3)cccc2C1=O	0.7
COCC1=C2[C@@H](c3ccccc3)OB(O)C[C@@H]2n2c(=O)n(-c3ccccc3)c(=O)n2C1	0.2
COc1ccc(S(=O)(=O)Nc2ccc3c(c2)C(=O)N([C@H](C)CO)C[C@H](C)[C@H](CN(C)S(=O)(=O)c2cn(C)cn2)OCCCC[C@@H](C)O3)cc1	0.1
O=C(C[C@@H]1C[C@H]2c3cc(NC(=O)C4CCOCC4)ccc3O[C@H]2[C@H](CO)O1)NCCN1CCCCC1	-0.5
CCCC#Cc1ccc([C@@H]2[C@@H](C#N)N(S(C)(=O)=O)[C@H]2CO)cc1	2.4

# Some of the entries so far, as labelled records.
CO[C@H]1CN(C)C(=O)c2ccc(NS(=O)(=O)CC(F)(F)F)cc2OC[C@H](C)N(C(=O)c2ccc3c(c2)OCO3)C[C@@H]1C
  TcdB GH inh = -1.2

CCC(=O)Nc1ccc2c(c1)C(=O)N(C)[C@@H]1CC[C@@H](CC(=O)NCc3ccccc3)O[C@H]1CO2
  TcdB GH inh = -0.6

# In the list so far, 2 contain a thiophene ring, fused or not:
structure	TcdB GH inh
C[C@@H]1CCCCO[C@@H](CN(C)CC2CCCCC2)[C@@H](C)CN([C@@H](C)CO)C(=O)c2cc(NS(=O)(=O)c3cccs3)ccc2O1	-0.4
CC(C)NC(=O)Nc1ccc2c(c1)C(=O)N([C@H](C)CO)C[C@H](C)[C@@H](CN(C)S(=O)(=O)c1cccs1)OCCCC[C@H](C)O2	0.0
